DAX1 inh-1: blocks DAX1 repression of SF-1 activated StAR promoter; inhibition, % at 6.8 µM; HEK293T StAR-luciferase reporter, SF-1/DAX-1 repression relief; AID 652010; hit rate 1.1% among 370,000;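 active = inhibition above the mean over all tested compounds plus 3 SD, cut at about 3.6% in these data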;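 note: 0% = DAX-1 cells with DMSO and 100% = cells lacking DAX-1 with DMSO; higher inhibition means more luminescence from relief of DAX-1 repression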
PG9 binder: PG9 antibody binding by small molecule. TR-FRET gp120-PG9 antibody binding. inhibition, % at 6.7 µM. hit rate 0.43% among 360,000; in the data active = inhibition above about 8.5%
sPLA2-III inh: Blocks human group III sPLA2 activity. Q9NZ20. QFRET BODIPY PC-A2 liposome hydrolysis, fluorescence. inhibition, % at 12.2 µM. hit rate 0.56% among 370,000;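 active = inhibition above mean plus 3 SD of compounds lying within the high and low control bounds, cut at about 19% in these data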;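 note: 0% = median of test compound wells and 100% = no enzyme DMSO wells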
Target sequence (Q9NZ20 whole entry, looked up): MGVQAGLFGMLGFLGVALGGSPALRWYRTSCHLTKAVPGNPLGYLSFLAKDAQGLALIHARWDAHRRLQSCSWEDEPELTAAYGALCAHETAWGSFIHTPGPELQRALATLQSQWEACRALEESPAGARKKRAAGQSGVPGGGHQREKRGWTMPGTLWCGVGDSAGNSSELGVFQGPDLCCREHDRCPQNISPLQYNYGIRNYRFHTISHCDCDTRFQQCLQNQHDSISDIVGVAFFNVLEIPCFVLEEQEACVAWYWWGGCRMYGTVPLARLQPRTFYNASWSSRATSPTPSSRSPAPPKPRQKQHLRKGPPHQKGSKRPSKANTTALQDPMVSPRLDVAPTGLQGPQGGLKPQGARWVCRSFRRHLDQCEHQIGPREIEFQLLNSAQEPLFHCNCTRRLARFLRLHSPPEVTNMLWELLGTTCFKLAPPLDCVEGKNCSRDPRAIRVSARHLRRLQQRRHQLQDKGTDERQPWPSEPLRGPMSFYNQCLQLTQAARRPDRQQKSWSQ
hgDAF-12 ag: hgDAF-12 agonism, primary luciferase screen | HEK293 GAL4-hgDAF12 UAS-luciferase reporter, agonist luminescence; normalized to butyrate control | activation, % at 6.8 µM | hit rate 1.8% among 370,000;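 active = activation above a cutoff set at the mean of all screened compounds plus 3 SD, cut at about 10% in these data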;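 note: 0% = DMSO wells and 100% = sodium butyrate wells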
PLC-beta3 inh: inhibitors of human phospholipase C beta3. Purified PLC-beta3, fluorogenic substrate, fluorescence. inhibition, % at 12.2 µM. hit rate 0.18% among 370,000; in the data active = inhibition above about 11%;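 note: 0% = median of compound wells on plate and 100% = full blocker control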
SMARCA2 act: SMARCA2 function activation, primary screen; MG213 cells, MMTV-luciferase reporter, dexamethasone, overnight; activation, % at 9.1 µM; hit rate 1% among 370,000; AID 652017; in the data active = activation above about 7.8%;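 note: 0% = vehicle wells and 100% = reference activator wells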
hcDAF-12 act: H. contortus DAF-12 activation, primary screen; HEK293 hcDAF-12 lit1-tk-luc reporter, luminescence; 0% DMSO, 100% Δ7-dafachronic acid; activation, % at 6.8 µM; hit rate 1.4% among 370,000; AID 652067;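 active = activation above the mean of all tested compounds plus 3 SD, cut at about 5.5% in these data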;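 note: 100% = response to 3 µM Δ7-dafachronic acid high control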
DAX1 inh-2: inhibits human nuclear receptor DAX1 | HEK293 Gal4-DAX1 luciferase reporter, luminescence | inhibition, % at 6.75 µM | hit rate 0.99% among 340,000 | AID 504766;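 active = inhibition above the mean over all tested compounds plus 3 SD, cut at about 4.2% in these data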;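 note: 0% = DAX1-transfected cells with DMSO and 100% = empty-vector control cells with DMSO; inhibition shows as a rise in luminescence from relieved DAX1 repression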
Target sequence (P51843 207-470 limits assumed): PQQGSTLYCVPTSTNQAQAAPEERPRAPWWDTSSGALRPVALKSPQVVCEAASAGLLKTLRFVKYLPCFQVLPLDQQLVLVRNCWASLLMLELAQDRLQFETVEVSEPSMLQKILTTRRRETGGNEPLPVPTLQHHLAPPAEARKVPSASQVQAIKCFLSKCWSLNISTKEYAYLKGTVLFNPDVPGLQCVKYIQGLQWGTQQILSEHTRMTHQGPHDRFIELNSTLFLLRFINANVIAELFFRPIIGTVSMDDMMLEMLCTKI
NR1D1 modulator: modulators of human Rev-erb alpha DNA binding; activity, % at 10 µM; P20393; AID 1259318; Rev-erbα–FITC-DNA binding, fluorescence polarization, 90 min; hit rate 0.79% among 370,000;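 active = activity above about 14%, limit read from the data; passing the limit was not always enough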;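 note: 0% = DMSO wells with 35 nM protein and 100% = DMSO wells with 750 nM protein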
GAA850 FXN act: activators of GAA850 frataxin (FXN) promoter; AID 540364; activation, % at 6 µM; HEK293 lucGAA850 FXN promoter luciferase reporter, 24 h; percent of 10 µM SAHA response; hit rate 0.56% among 360,000;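 active = activation above the average of all compounds screened plus 3 SD, cutoff fixed separately per campaign, cut at about 7.5% in these data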;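 note: 0% = DMSO wells and 100% = 10 µM SAHA wells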
ssDAF12 agonist: activators of S. stercoralis DAF-12 nuclear receptor. activation, % at 6.8 µM. hit rate 1% among 370,000. AID 652126. HEK293 ssDAF-12/GRIP1 lit1-tk-luc reporter, luminescence; % of 3 µM dafachronic acid response;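 active = activation above the mean over all tested compounds plus 3 SD, cut at about 0.9% in these data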;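 note: 0% = DMSO-only wells and 100% = 3 µM delta7-dafachronic acid wells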
Active calls of the source: *; nt = no result given.

SMILES	DAX1 inh-1	PG9 binder	sPLA2-III inh	hgDAF-12 ag	PLC-beta3 inh	SMARCA2 act	hcDAF-12 act	DAX1 inh-2	NR1D1 modulator	GAA850 FXN act	ssDAF12 agonist
O=C(CN1CCN(Cc2ccc(F)cc2)CC1)Nc1ccccc1F	-0.4	0.3	2	0.5	-2	0	1.8	-1.2	3	-0.8	-1.1
Cc1cc(C)nc(N/N=C/c2cc(Br)ccc2O)n1	-1.1	-0.7	-6	-5.3	-81	-2	-1.5	-3.0	1	-2.5	-1.1
O=C(c1ccc([N+](=O)[O-])c(CS(=O)(=O)c2ccc(Cl)cc2)c1)N1CCCC1	0.0	-3.0	5	0.8	-2	-4	-1.4	-0.1	6	1.4	-1.2
COc1ccc(/C=C/C(=O)NC(C)CCc2ccccc2)cc1 (stereo unspecified)	0.0	-1.5	-4	-2.7	3	-1	-2.4	-0.1	3	-1.1	-1.5
O=S(=O)(/C=C/c1ccccc1)Nc1ccc(F)cc1	-0.5	1.0	-20	1.1	-1	0	-0.1	-0.3	3	-0.5	-1.8
CC(=O)c1ccc(Nc2c(C)n(C)n(-c3ccccc3)c2=O)cc1	-0.1	1.6	14	-4.6	3	-2	-1.9	1.2	3	1.9	-1.5
CCOC(=O)C(=CNc1cc(OC)ccc1-n1cccc1)C(=O)OCC	-1.4	0.4	9	-2.9	-378	-4	-0.4	0.2	5	-3.1	-0.8
Cc1ccn2c(=O)nc(SCC(=O)N3CCCCC3)nc2c1	0.3	-1.9	8	3.2	-14	-3	1.8	-0.4	4	2.7	-0.9
Cc1cscc1-c1nc(NCC2CC2)nc2ccsc12	1.0	-1.0	8	-3.3	-86	-3	-1.1	nt	-1	2.9	-1.2
Cc1cccc(N/C=C/c2onc(C)c2[N+](=O)[O-])c1	1.8	-2.2	-12	7.9	5	5	4.4	1.6	7	5.0	0.7
COC(C/C=C\[C@@H](O)[C@@H](C)OCc1ccccc1)OC	0.0	2.1	4	-0.8	4	0	-1.2	1.1	-5	2.2	-1.6
COC(=O)c1cccn(CC(=O)c2ccc(Cl)cc2Cl)c1=O	0.3	0.1	-8	0.8	-1	0	-0.7	-0.9	10	1.2	-1.0
CC1(C)CC(NC(=O)c2cccc(S(=O)(=O)N(Cc3ccccc3)c3ccccc3)c2)CC(C)(C)N1	-1.2	0.5	-3	-1.3	-2	1	0.0	1.0	-2	-0.3	-1.1
CCCNC(=O)CSc1ccc(S(=O)(=O)N2CCCC2)cn1	-1.4	0.1	-4	3.3	-2	0	0.0	-0.3	1	0.1	-1.4
CCOc1ccc(CCNC(=O)COC(=O)c2ccc(S(C)(=O)=O)cc2)cc1OCC	0.9	-2.1	5	-0.1	0	4	0.3	0.0	17*	0.8	-1.0

Entries listed so far printed as active in NR1D1 modulator:
| Structure | DAX1 inh-1 | PG9 binder | sPLA2-III inh | PLC-beta3 inh | SMARCA2 act | hcDAF-12 act | DAX1 inh-2 | NR1D1 modulator | ssDAF12 agonist |
| --- | --- | --- | --- | --- | --- | --- | --- | --- | --- |
| CCOc1ccc(CCNC(=O)COC(=O)c2ccc(S(C)(=O)=O)cc2)cc1OCC | 0.9 | -2.1 | 5 | 0 | 4 | 0.3 | 0.0 | 17* | -1.0 |

The listing picks up, starting 4 compounds before the break.
SMILES	DAX1 inh-1	PG9 binder	sPLA2-III inh	hgDAF-12 ag	PLC-beta3 inh	SMARCA2 act	hcDAF-12 act	DAX1 inh-2	NR1D1 modulator	GAA850 FXN act	ssDAF12 agonist
COC(=O)c1cccn(CC(=O)c2ccc(Cl)cc2Cl)c1=O	0.3	0.1	-8	0.8	-1	0	-0.7	-0.9	10	1.2	-1.0
CC1(C)CC(NC(=O)c2cccc(S(=O)(=O)N(Cc3ccccc3)c3ccccc3)c2)CC(C)(C)N1	-1.2	0.5	-3	-1.3	-2	1	0.0	1.0	-2	-0.3	-1.1
CCCNC(=O)CSc1ccc(S(=O)(=O)N2CCCC2)cn1	-1.4	0.1	-4	3.3	-2	0	0.0	-0.3	1	0.1	-1.4
CCOc1ccc(CCNC(=O)COC(=O)c2ccc(S(C)(=O)=O)cc2)cc1OCC	0.9	-2.1	5	-0.1	0	4	0.3	0.0	17*	0.8	-1.0
CCc1nnc(NCn2nc(C)cc2C)s1	0.1	0.2	5	0.3	4	1	-0.3	1.6	3	-1.9	-0.7
O=C(CN1C(=O)COc2ccc(Cl)cc21)Nc1ccc2c(c1)OCCO2	0.0	0.2	-4	0.7	0	-1	-1.3	-0.5	-3	3.5	-1.8
CSc1nnc(N2C(=O)C(O)=C(C(=O)c3ccco3)C2c2ccccc2F)s1 (stereo unspecified)	2.2	2.6	-19	2.6	-253	1	1.6	0.6	2	2.1	-0.6
Cc1nn(Cc2ccccc2Cl)c(C)c1C(=O)NCc1ccco1	-0.2	-0.5	-4	-1.0	1	-1	-3.8	1.0	1	-1.7	-1.1
CCCCOc1ccccc1NC(=O)CC1Nc2ccccc2NC1=O (stereo unspecified)	0.8	-0.2	-7	-0.5	-65	-4	1.4	0.2	-5	0.3	-0.8
S=C(CSc1ccccc1)Nc1cccc2ccccc12	-0.5	0.7	-6	2.5	-10	-1	4.3	0.9	-2	0.5	0.1
COc1cccc(C(=O)O/N=C2\CCS(=O)(=O)c3sccc32)c1	0.1	1.2	6	-0.1	-5	-3	0.0	-0.4	-1	0.4	-1.3
COc1ccc(C2=NOC(COc3ccc4c(C)cc(=O)oc4c3)C2)c(OC)c1 (stereo unspecified)	-0.6	-0.1	12	-0.3	-16	-5	-2.1	nt	-2	-3.7	-1.1
CCCCC1=NN(C(=O)c2cccnc2)C(O)(C(F)(F)F)C1 (stereo unspecified)	0.2	-2.5	-18	1.0	-2	-4	0.4	nt	-2	0.4	-0.8
COc1ccc2[nH]c(=O)c(CN(c3ccccc3OC)S(=O)(=O)c3ccccc3)cc2c1	-1.5	-0.3	-6	0.3	-13	-3	0.2	0.1	12	-4.1	-1.7
Cc1ccc(S(=O)(=O)N2CCOCC2)cc1C(=O)NC1CCN(Cc2ccccc2)CC1	2.7	1.3	-7	0.3	-9	-2	0.0	-0.4	6	3.0	-1.4
COc1ccccc1CN(CC(=O)NCc1ccc2c(c1)OCO2)C(=O)c1ccc2c(c1)OCCO2	-0.2	-2.9	2	-2.5	-3	-2	-0.7	-0.3	-5	-2.3	-0.5
Cc1cc(NC(=O)Cn2nc(C(F)(F)F)c3c2CCC3)n(-c2ccccc2)n1	-1.0	-1.1	-13	0.4	4	-2	-1.0	0.2	1	-0.3	-1.5
COc1ccc(CCN(C)C(=O)C2CCN(Cc3ccc(C)cc3)CC2)cc1OC	-0.5	1.2	2	-3.2	-5	3	-1.0	0.1	1	1.3	-1.7
CCOC(=O)N1CCN(C(=O)Cn2ncn3nc(-c4cccs4)cc3c2=O)CC1	-0.3	-0.1	-1	-1.5	-2	2	-1.4	0.1	3	-0.1	-1.1

Exported as a markdown table: entries from further up.
| Molecule | DAX1 inh-1 | PG9 binder | sPLA2-III inh | hgDAF-12 ag | PLC-beta3 inh | SMARCA2 act | hcDAF-12 act | DAX1 inh-2 | NR1D1 modulator | GAA850 FXN act | ssDAF12 agonist |
| --- | --- | --- | --- | --- | --- | --- | --- | --- | --- | --- | --- |
| CCCCC1=NN(C(=O)c2cccnc2)C(O)(C(F)(F)F)C1 (stereo unspecified) | 0.2 | -2.5 | -18 | 1.0 | -2 | -4 | 0.4 | nt | -2 | 0.4 | -0.8 |
| S=C(CSc1ccccc1)Nc1cccc2ccccc12 | -0.5 | 0.7 | -6 | 2.5 | -10 | -1 | 4.3 | 0.9 | -2 | 0.5 | 0.1 |
| CCc1nnc(NCn2nc(C)cc2C)s1 | 0.1 | 0.2 | 5 | 0.3 | 4 | 1 | -0.3 | 1.6 | 3 | -1.9 | -0.7 |

Later entries:
SMILES	DAX1 inh-1	PG9 binder	sPLA2-III inh	hgDAF-12 ag	PLC-beta3 inh	SMARCA2 act	hcDAF-12 act	DAX1 inh-2	NR1D1 modulator	GAA850 FXN act	ssDAF12 agonist
Cc1ccc(C2(C)NC(=O)N(CC(=O)Nc3ccc4c(c3)CCC4)C2=O)cc1 (stereo unspecified)	-1.5	-0.7	-13	2.5	-5	2	-0.8	0.7	-1	1.6	-1.4
C#CCOCCOCCOCCNc1nc(N2CCN(C(=O)[C@H]([C@@H](C)O)n3cc(CCCCN)nn3)CC2)nc(N2CCN(C(=O)[C@H]([C@@H](C)CC)n3cc(CCCCN)nn3)CC2)n1	-0.3	1.4	6	0.0	0	0	-1.1	-1.1	0	0.3	-1.0
CS(=O)(=O)N(CC(N)=O)c1ccc(F)c(Cl)c1	0.5	0.0	9	-0.1	3	0	0.7	-0.3	2	-0.2	-1.2
COCCn1nnnc1CN(CCc1ccc(OC)c(OC)c1)Cc1cc2ccc(C)cc2[nH]c1=O	0.4	-0.2	3	-0.5	-208	-1	-2.0	-0.8	1	0.6	-0.9
CC(=O)NC(c1cccc(F)c1)c1nc(-c2cccs2)cs1 (stereo unspecified)	-2.2	-0.5	10	-0.6	-11	2	-0.7	nt	-1	0.9	-1.1
Nc1nnnn1/N=C/c1cccc(OCc2ccccc2Cl)c1	-0.5	0.8	12	1.4	-7	0	-2.5	1.1	2	0.2	-2.0
CCN(CC)CCNC(=O)c1c(C)oc2cc(Br)c(OC)cc12	0.9	-0.3	0	-0.4	6	5	-0.6	0.1	6	3.2	-1.1
Cc1ccc(S(=O)(=O)NC(C)C(=O)NC(C)c2cccs2)cc1 (stereo unspecified)	-0.5	-0.8	1	1.3	-4	0	-0.1	0.3	-4	2.4	-0.1
O=C(c1ccc(Cl)cc1)N1CCN=C1c1ccccc1	-0.3	-0.5	2	-0.1	2	-2	-1.2	1.1	1	1.5	-1.9
CSCCC(NC(=O)c1ccccc1Cl)C(=O)N1CCCCCCC1 (stereo unspecified)	-0.2	0.5	11	-1.1	-6	-2	-1.8	0.1	2	2.2	-1.1
Cc1ccccc1NCCNc1ccccc1C	0.4	-0.6	9	1.0	-2	2	-0.4	0.2	-1	0.7	-1.1
O=C(Nc1nc(-c2ccccc2)cs1)c1ccco1	1.2	-2.8	-7	8.1	-10	1	1.2	0.6	-5	2.4	-1.2
O=C(O)CSc1nnc(COc2ccc(Br)cc2)n1-c1ccccc1	0.1	-1.6	-4	2.5	-3	3	-1.3	0.9	0	1.3	0.0
Oc1c(C=Nc2ccccc2)sc2ccccc12	1.4	-12	-2	8.7	-11	3	3.5	2.7	7	10*	0.2
Cc1cc(=O)oc(C)c1C(=O)NCCCN1CCN(c2ccc(F)cc2)CC1	0.5	0.7	8	-2.5	-7	-4	-1.9	0.1	-1	-3.1	-1.0
COc1ccc2c(=O)c3c(=O)n(CCc4ccccc4)c(C(C)C)nc3oc2c1	-0.2	-1.1	-5	0.5	0	-2	0.5	4.7*	25*	-1.4	-1.5

High-throughput results: PubChem BioAssay, several laboratories
